# Lamin A splicing: modulators of lamin A splicing; HeLa LMNA splicing GFP/RFP minigene ratio, 48 h; Potency, µM (series often up to 46.1 µM), for inactives: at the highest dose ratio change, negative = inhibition, most hits filed as inhibitors; actives 0.01% (n = 200,000); AID 1487; active means well fitted inhibition curve with a large enough effect in the signal ratio, with a control signal flat, not every such curve was filed as active; inconclusive means small, poorly fitted or top-dose-only effect, or effect the other way, or a change in a side signal; the % refers to the signal ratio
#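 S3 HeLa stable clones carrying a lamin A-EGFP splicing minigene plus DsRed2 were seeded at 600 cells/well in Opti-MEM with 2% FBS, pin-dosed and incubated 48 h at 37°C. Acumen cytometry (488 nm) gave the GFP/RFP total-intensity ratio.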
# Tau fibril ThT: blocks human tau fibril formation measured by thioflavin T; P10636; recombinant tau K18 P301L (four-repeat tau fragment), heparin-induced fibrillization, ThT fluorescence; Potency, µM (titrated, usually from 57.4 µM), for inactives: at the top dose activity, negative = inhibition, hits mostly inhibitors; actives 2.1% (n = 270,000); active means well fitted inhibition curve with a large enough effect; inconclusive means small, poorly fitted or top-dose-only effect; further: nearly all actives have a fitted effect of over 55% in size
# Target sequence (P10636 561-689 P618L limits assumed): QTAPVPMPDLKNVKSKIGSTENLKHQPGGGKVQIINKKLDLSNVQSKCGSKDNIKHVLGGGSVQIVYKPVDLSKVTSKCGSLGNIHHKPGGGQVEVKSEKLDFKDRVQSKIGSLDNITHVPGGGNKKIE
#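 K18 P301L tau (15 uM + 0.24 uM Alexa 594-tagged), heparin 20 uM, NaOAc pH 7, 6 h 37 C; ThT 30 uM, 1 h RT, ex 450/em 510 nm.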
# The depositor's hits bear a star; ? = inconclusive; [ ] = remark or other dose. On the % scale 0 is the no-effect control and ±100 the full control effect; potency means the concentration at half of the fitted maximal effect.
# Order of values: Lamin A splicing | Tau fibril ThT
COCCCNC(=O)CSc1nc2cc3c(cc2c(=O)n1CCCCCC(=O)NCCc1ccc(OC)c(OC)c1)OCO3
 : 4%[46 µM] | -4%
CCn1c(CN2CCN(C)CC2)nc2cc(NC(=O)c3ccc([N+](=O)[O-])cc3)ccc21
 : 24%[46 µM] | ?
Cc1ccc(N2CCN(C(=O)c3c(C)oc4ncnc(N5CCOCC5)c34)CC2)c(C)c1
 : ? | -5%
Cc1cc(OCC(=O)NCC2(N3CCN(C)CC3)CCCCC2)cc(C)c1Cl
 : 9%[46 µM] | -4%
O=S(=O)(Nc1cccc(-c2ccc(N3CCOCC3)nn2)c1)c1ccc(F)c(C(F)(F)F)c1
 : -16%[46 µM] | -1%
CCOCCCNC(=O)C1CCN(c2nc3ccc(Cl)cc3[nH]2)CC1
 : -3%[46 µM] | -7%
Cc1ccc2c(c1)N(C(=O)Nc1cccc3c1CCCC3)CC(C)O2 (stereo not drawn)
 : 30%[46 µM] | 4%
CCN1CCN(c2ncnc3c2cnn3-c2ccc(C)cc2)CC1
 : -3%[46 µM] | -7%
CCOCCn1ccc2c(OCC(=O)NCc3ccc(C)cc3)cccc2c1=O
 : -3%[46 µM] | -8%
Cc1ccc(N(C)C(=O)c2sc3nc4n(c(=O)c3c2C)CCCC4)cc1C
 : 3%[46 µM] | -6%
COc1ccc(/C=C/c2onc(C)c2S(=O)(=O)N2CCC(C(=O)N3CCCCC3)CC2)cc1
 : 19%[46 µM] | -15%
Cc1ccc(C)c(NC(=O)CCc2c(C)nn(-c3ccc(N4CCCC4)nn3)c2C)c1
 : -3%[46 µM] | -8%
COc1cccc(Nc2nc3cc(C)ccc3nc2NS(=O)(=O)c2ccc(Cl)cc2)c1
 : -11%[46 µM] | ?
Cc1ccc(-n2ncc3c(NCC(C)C)ncnc32)c(C)c1
 : ? | -6%
Cc1ccc(NC(=O)CCc2c(C)nn(-c3ccc(N4CCOCC4)nn3)c2C)c(C)c1
 : ? | -5%
CCCN(C(=O)CCn1cnc2onc(-c3ccc(F)cc3)c2c1=O)c1ccccc1C
 : ? | -8%
COc1ccc(CNC(=O)CCCn2c(=O)c3cccn3c3ccc(F)cc32)cc1OC
 : -17%[46 µM] | 1%
Cc1csc2nc(CCNS(=O)(=O)c3ccc(F)cc3)cn12
 : ? | -4%
CCOc1cccc(NC(=O)C2CC(=O)N(C)C(=Nc3ccc(F)cc3)S2)c1 (stereo not drawn)
 : ? | -10%
Cc1cccc(OCc2ccc(-c3nc(C#N)c(N4CCN(c5ccccc5)CC4)o3)o2)c1
 : 6%[46 µM] | -12%
CC(C)(C)OC(=O)N1CCC(c2c(C(=O)N3CCN(c4ccc(Cl)cc4)CC3)cnn2-c2ccc(F)cc2F)CC1
 : -12%[46 µM] | ?
Cc1nc2c(C(=O)NCc3ccccc3Cl)cnn2c(C)c1Cc1ccccc1
 : ? | ?
CCc1ccc(S(=O)(=O)Nc2cccc(-c3ccc(OC)nn3)c2)s1
 : ? | -6%
CSc1ccc(CCNC(=O)c2ccc(CS(=O)(=O)c3ccc(Br)cc3)o2)cc1
 : ? | -4%
O=C(CCn1c(=O)c2cccn2c2ccc(F)cc21)NCCc1ccccc1
 : 14%[46 µM] | -6%
O=C(c1cc(-c2ccc(Cl)cc2)on1)N(Cc1ccc(F)cc1)Cc1ccco1
 : 8%[46 µM] | -1%
Cc1ccc2c(=O)c(C(=O)c3ccccc3)cn(CC(=O)Nc3ccccc3C)c2n1
 : 8%[46 µM] | -6%
COc1cc(NC(=O)CCn2cnc3ccccc3c2=O)cc(OC)c1
 : 8%[46 µM] | 4%
CCOc1ccc(NC(=O)c2cc3cc(C)ccc3n2C)cc1
 : ? | ?
Cc1c(Cl)cccc1NC(=O)C(=O)NCCc1csc2nc(-c3ccccc3F)nn12
 : ? | 1%
COc1cccc(Cn2c(CNS(=O)(=O)c3ccc(C(C)(C)C)cc3)nc3cccnc32)c1
 : ? | -17%
Cc1cc(C)cc(NC(=O)C(=O)NCCc2sc(-c3cccc(F)c3)nc2C)c1
 : 11%[46 µM] | -10%
Cn1nc(C(=O)N2CCN(c3ccccc3F)CC2)c2c1-c1ccccc1S(=O)(=O)C2
 : -13%[46 µM] | -10%
Cc1cccc(Cn2cnc3c(oc4ccccc43)c2=O)c1
 : 21%[46 µM] | -2%
CCC(=O)N1CCc2cc(CNC(=O)Nc3cc(OC)c(OC)c(OC)c3)ccc21
 : 0%[46 µM] | -12%
COc1cc(CN(C(=O)c2ccccc2)c2ccccn2)cc(OC)c1OC
 : 18%[46 µM] | 2%
CCOc1ccccc1CNC(=O)CCc1cn(C)c2ccccc12
 : ? | -3%
Cc1nn(C)c(C)c1CCNC(=O)Nc1ccccc1C(F)(F)F
 : 15%[46 µM] | 3%
COc1ccccc1CNC(=O)CN1C(=O)CSc2c1c(C)nn2-c1ccccc1
 : -11%[46 µM] | -4%
Cc1csc2nc(-c3cccc(NS(C)(=O)=O)c3)cn12
 : 10%[46 µM] | -5%
CCN(CC)C(=O)Cn1c(=O)nc(-c2ccccc2F)c2cc(Cl)ccc21
 : ? | 4%
CCCCNC(=O)CSc1nc2ccccc2nc1Cc1ccccc1
 : 3%[46 µM] | -12%
Cc1cc(=O)n(CC(=O)N2CCN(c3ccccc3F)CC2)c2c1c(C)nn2C
 : ? | 1%
O=C(NCCc1ccc(F)cc1)C(=O)NCC(c1ccco1)S(=O)(=O)c1cccs1 (stereo not drawn)
 : 11%[46 µM] | -7%
COC(=O)C(CCSC)NC(=O)C1CCN(c2ncnc3c2nc2n3CCCCC2)CC1 (stereo not drawn)
 : 1%[46 µM] | 1%
Cc1ccc(NC(=O)CSc2nc(=O)n(Cc3ccccn3)c3c2CCC3)cc1F
 : ? | 2%
CC(C)(C)C(=O)OCc1cc(=O)n2nc(C3CCCCC3)sc2n1
 : -7%[46 µM] | -10%
COc1ccc(N2CCN(C(=O)c3cc4c(=O)n(Cc5cccnc5)ccc4nc3C)CC2)cc1
 : -24%[46 µM] | -13%
Clc1ccccc1Nc1ncnc2c1nc1n2CCCCC1
 : -10%[46 µM] | -16%
Cc1ccc(C)c(NC(=O)N(C)CCc2c(C)nn(C)c2C)c1
 : 5%[46 µM] | 2%

# Next part:
# Order of values: Lamin A splicing | Tau fibril ThT
CCCCOc1ccc(CNC(=O)c2ccc(-c3nc(CN4CCc5ccccc54)c(C)o3)cc2)cc1
 : 18%[46 µM] | 1%
Cc1c(NC(=O)c2cccs2)cccc1-c1nc2cc(Cl)ccc2o1
 : -1%[46 µM] | -7%
COc1ccccc1OC(C)C(=O)Nc1cccc(-c2nc3ccccc3o2)c1 (stereo not drawn)
 : -10%[46 µM] | -19%
O=C(CSc1nccn1-c1ccc(Cl)cc1)Nc1cccc2ccccc12
 : -16%[46 µM] | -9%
COc1ccc(NC(=O)c2c(NCc3ccc(C)o3)sc3c2CCCCC3)c(OC)c1
 : -22%[46 µM] | 18µM*
O=C1Nc2cc(Cl)ccc2Oc2cc(Oc3ccccc3)ccc21
 : -3%[46 µM] | -7%
CCCCNC(=O)CSc1nc2ccccc2nc1Cc1ccc(Cl)cc1
 : ? | -2%
Cc1csc2nc(COC(=O)c3ccccc3NC(=O)COc3ccccc3F)cc(=O)n12
 : ? | 3%
CC1CCCCN1S(=O)(=O)c1ccc2c(c1)oc(=O)n2CC(=O)Nc1ccc(Cl)cc1 (stereo not drawn)
 : ? | 0%
COc1cccc(N2CCN(C(=O)c3cnc4c(-c5ccccc5)c(C)nn4c3C)CC2)c1
 : 2%[46 µM] | -18%

# Structural class: the compounds so far containing a tert-butyl group (3)
# Order of values: Lamin A splicing | Tau fibril ThT
CC(C)(C)OC(=O)N1CCC(c2c(C(=O)N3CCN(c4ccc(Cl)cc4)CC3)cnn2-c2ccc(F)cc2F)CC1
 : -12%[46 µM] | ?
COc1cccc(Cn2c(CNS(=O)(=O)c3ccc(C(C)(C)C)cc3)nc3cccnc32)c1
 : ? | -17%
CC(C)(C)C(=O)OCc1cc(=O)n2nc(C3CCCCC3)sc2n1
 : -7%[46 µM] | -10%

# Other records
# Order of values: Lamin A splicing | Tau fibril ThT
CCOc1ccc(NC(=O)c2sc3nc4n(c(=O)c3c2C)CCCC4)cc1
 : -3%[46 µM] | -11%
Cc1cc(C)n(-c2nc(C)c(C)c(=O)n2CC(=O)Nc2ccc([N+](=O)[O-])cc2)n1
 : -3%[46 µM] | -23%
O=C(CS(=O)(=O)c1cccc2nsnc12)Nc1ccc(F)cc1
 : -7%[46 µM] | -7%
CCc1ccc(CNC(=O)C2Cc3cc(S(=O)(=O)N4CCCCCC4)ccc3N2C(C)=O)cc1 (stereo not drawn)
 : 6%[46 µM] | 11%
COc1ccc(Nc2oc(-c3ccc(COc4ccccc4C)o3)nc2C#N)cc1
 : ? | -9%
O=C(CSc1nccn1Cc1ccc(Cl)cc1)NC1CCCC1
 : -2%[46 µM] | -1%
O=C(CN1C(=O)C2CCCCN2c2ccc(C(=O)N3CCCC3)cc21)NCc1ccc(F)cc1 (stereo not drawn)
 : -12%[46 µM] | 3%
CCN(CC)CCCNC(=O)c1ccc(Cn2c(SCc3ccccc3)nc3cccnc32)cc1
 : ? | -1%
Cc1cc(C(=O)NCc2ccccc2Cl)c2c(C)nn(-c3ccccc3)c2n1
 : 6%[46 µM] | -6%
Cc1ccccc1NC(=O)c1oc2c(c1C)-c1nn(Cc3cccc(Cl)c3)cc1CC2
 : ? | -10%
COc1cccc(-n2cc(C(=O)OCc3ccc(Cl)cc3)c3ccccc3c2=O)c1
 : -7%[46 µM] | 0%
Cc1cc(C)c2sc(N(Cc3cccnc3)C(=O)CCOc3ccccc3)nc2c1
 : ? | -11%
CCOc1cc2c(cc1OCC)C(CC(=O)OC)N(C(=O)Nc1cc(OC)ccc1OC)CC2 (stereo not drawn)
 : ? | 0%
Cc1ccc(S(=O)(=O)Nc2cccc(-c3ccc(N4CCCCC4)nn3)c2)s1
 : -4%[46 µM] | 2%
COc1cccc(CNC(=O)c2ccc(CN3CC(=O)N4CCCCC4C3=O)cc2)c1 (stereo not drawn)
 : 3%[46 µM] | -18%
CCc1cnc2c(c1SCC(=O)NCc1ccc(C)cc1)c(=O)n(C)c(=O)n2C
 : ? | 0%
CC(=O)Nc1c(C)nn(-c2ccccc2)c1N1CCC(C(=O)NCc2ccc(F)cc2)CC1
 : 9%[46 µM] | 8%
CCOc1ccc(Nc2ncnc3c2nc2n3CCCC2)cc1
 : 3%[46 µM] | ?
COc1ccc(NC(=O)N2CCN(S(=O)(=O)c3ccc4c(ccn4C)c3)CC2)cc1OC
 : ? | -6%
Cc1ccc(CCNC(=O)C2CC(=O)N(CCc3ccccc3)C2)cc1 (stereo not drawn)
 : -14%[46 µM] | -4%
O=C(NCc1ccc(Cl)cc1)c1cnc(N2CCOCC2)c2ccccc12
 : 5%[46 µM] | -13%
Cc1cccc(C(=O)NCC(c2ccco2)S(=O)(=O)c2cccs2)c1 (stereo not drawn)
 : 0%[46 µM] | -4%
CCC(=O)N1CCc2cc(CNC(=O)Nc3cc(Cl)ccc3C(=O)OC)ccc21
 : 1%[46 µM] | -4%
CCc1ccccc1NC(=O)c1cc(S(=O)(=O)NC2CCCC2)ccc1F
 : ? | 2%
Cc1ccc(NC(=O)c2sc3ncn(Cc4cccc(F)c4)c(=O)c3c2C)c(Br)c1
 : 15%[46 µM] | -1%
Cn1nnc2c(N3CCN(c4ccc(F)cc4)CC3)ncnc21
 : -5%[46 µM] | ?
Cc1ccc(-c2nc3scc(CCNS(=O)(=O)c4ccc(Oc5ccccc5)cc4)n3n2)cc1
 : -6%[46 µM] | -3%
CCS(=O)(=O)NCC(c1ccco1)N1CCN(c2ccc(OC)cc2)CC1 (stereo not drawn)
 : ? | -11%
COc1ccc(-c2noc(N3CCC(C(=O)N4CCN(c5cccc(C)c5C)CC4)CC3)n2)cc1
 : ? | ?
COc1cc(NC(=O)CN2CCN(S(=O)(=O)c3ccc(Br)cc3)CC2)cc(OC)c1
 : ? | -2%
Cc1ccc(Cl)cc1NC(=O)C(=O)NCC(c1cccnc1)N1CCc2ccccc21 (stereo not drawn)
 : ? | -12%
COc1ccc(-c2cnnn2-c2ccc(NC(=O)c3ccccc3OC)cc2)cc1
 : -3%[46 µM] | 12%
CC(=O)c1ccc(N2CCN(C(=O)CCn3cnc4onc(-c5ccc(F)cc5)c4c3=O)CC2)cc1
 : -5%[46 µM] | -12%
Cc1cccc(N2CCN(C(=O)C3CCN(S(=O)(=O)c4c(C)noc4/C=C/c4ccccc4F)CC3)CC2)c1C
 : -9%[46 µM] | 7%
COCCCNC(=O)c1cnn(-c2ccccc2Cl)c1C1CCN(C(=O)OC(C)(C)C)CC1
 : 9%[46 µM] | -5%
COc1ccccc1CNC(=O)c1ccc(N2CCCC2)c(NC(=O)NCc2ccc(C)cc2)c1
 : 22%[46 µM] | -9%
COCCn1c(SCC(=O)Nc2ccc(C(F)(F)F)cc2)nc2c([nH]c3ccccc32)c1=O
 : -3%[46 µM] | 0%
Cc1ccc(C2=Nc3ccccc3N(CC(=O)NCc3ccc(Cl)cc3)C(=O)C2)cc1C
 : 0%[46 µM] | -1%
Cc1ccc(NC(=O)CSc2nnc(-c3ccc(Br)cc3)o2)c(C)c1
 : -4%[46 µM] | -5%
COc1ccccc1N1CCN(C(=O)c2cc3c(=O)n(Cc4cccs4)ccc3nc2C)CC1
 : -10%[46 µM] | -7%
Cc1ccc(CCNC(=O)c2ccc(CSCc3ccccc3Cl)o2)cc1
 : -18%[46 µM] | -18%

# Not all compounds are listed (hit frequency here may not be typical).
